NPY2 pot ag = human NPY-Y2 potentiation or agonism, primary screen | P49146 | cells expressing NPY-Y2, potentiator/agonist read-out | activation, % at 3.6 µM | 220,000 tested, 0.45% active | AID 1359; in the data active = activation above about 27%;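 note: cells stimulated with NPY near EC25 plus isoproterenol at EC100; 0% = vehicle plus submaximal agonist and 100% = vehicle plus saturating agonist; some results beyond the cut were filed as inactive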
Wee1 stabilizer = inhibitors of human Wee1 degradation; HeLa Luc-Wee1K328M stability, luciferase luminescence; 100% = proteasome inhibitor MG132 effect; AID 1321; 220,000 tested, 1.2% active; reporter increase, % at 5 µM; P30291;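 active = activation above the mean of all tested compounds plus 3 SD, set per screening run, cut at about 8.8% in these data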;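 note: cells exposed to compound for 20 h before luminescence read; 0% = DMSO alone and 100% = MG132 at 30 µM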
BaF3 tox = reduces parental Ba/F3 cell viability, JAK2V617F counter-screen; 220,000 tested, 1.1% active; inhibition, % at 5.6 µM; CellTiter-Glo ATP luminescence; AID 1486;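 active = inhibition above a per-campaign cutoff, the mean inhibition of all tested compounds plus 3 SD, cut at about 27% in these data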;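 note: 0% = DMSO wells and 100% = JAK Inhibitor I control wells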
eIF4E 4G PPI = inhibitors of eIF4E and eIF4G interaction in translation initiation. TR-FRET eIF4E-eIF4GI(517-606) binding, 2 h. inhibition, % at 21.7 µM. 220,000 tested, 0.37% active;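 active = inhibition above about 30%, limit read from the data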;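 note: 0% = full FRET control wells and 100% = background wells lacking eIF4GI fragment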
Target sequence (P63073 whole entry, looked up, the tested form may be a part): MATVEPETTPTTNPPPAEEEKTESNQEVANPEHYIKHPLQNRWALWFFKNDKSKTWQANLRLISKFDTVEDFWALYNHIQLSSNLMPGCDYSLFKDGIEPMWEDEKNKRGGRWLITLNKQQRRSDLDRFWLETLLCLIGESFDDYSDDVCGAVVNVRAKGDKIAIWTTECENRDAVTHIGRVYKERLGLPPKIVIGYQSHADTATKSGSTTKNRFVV
Target sequence (Q04637 whole entry, looked up, the tested form may be a part): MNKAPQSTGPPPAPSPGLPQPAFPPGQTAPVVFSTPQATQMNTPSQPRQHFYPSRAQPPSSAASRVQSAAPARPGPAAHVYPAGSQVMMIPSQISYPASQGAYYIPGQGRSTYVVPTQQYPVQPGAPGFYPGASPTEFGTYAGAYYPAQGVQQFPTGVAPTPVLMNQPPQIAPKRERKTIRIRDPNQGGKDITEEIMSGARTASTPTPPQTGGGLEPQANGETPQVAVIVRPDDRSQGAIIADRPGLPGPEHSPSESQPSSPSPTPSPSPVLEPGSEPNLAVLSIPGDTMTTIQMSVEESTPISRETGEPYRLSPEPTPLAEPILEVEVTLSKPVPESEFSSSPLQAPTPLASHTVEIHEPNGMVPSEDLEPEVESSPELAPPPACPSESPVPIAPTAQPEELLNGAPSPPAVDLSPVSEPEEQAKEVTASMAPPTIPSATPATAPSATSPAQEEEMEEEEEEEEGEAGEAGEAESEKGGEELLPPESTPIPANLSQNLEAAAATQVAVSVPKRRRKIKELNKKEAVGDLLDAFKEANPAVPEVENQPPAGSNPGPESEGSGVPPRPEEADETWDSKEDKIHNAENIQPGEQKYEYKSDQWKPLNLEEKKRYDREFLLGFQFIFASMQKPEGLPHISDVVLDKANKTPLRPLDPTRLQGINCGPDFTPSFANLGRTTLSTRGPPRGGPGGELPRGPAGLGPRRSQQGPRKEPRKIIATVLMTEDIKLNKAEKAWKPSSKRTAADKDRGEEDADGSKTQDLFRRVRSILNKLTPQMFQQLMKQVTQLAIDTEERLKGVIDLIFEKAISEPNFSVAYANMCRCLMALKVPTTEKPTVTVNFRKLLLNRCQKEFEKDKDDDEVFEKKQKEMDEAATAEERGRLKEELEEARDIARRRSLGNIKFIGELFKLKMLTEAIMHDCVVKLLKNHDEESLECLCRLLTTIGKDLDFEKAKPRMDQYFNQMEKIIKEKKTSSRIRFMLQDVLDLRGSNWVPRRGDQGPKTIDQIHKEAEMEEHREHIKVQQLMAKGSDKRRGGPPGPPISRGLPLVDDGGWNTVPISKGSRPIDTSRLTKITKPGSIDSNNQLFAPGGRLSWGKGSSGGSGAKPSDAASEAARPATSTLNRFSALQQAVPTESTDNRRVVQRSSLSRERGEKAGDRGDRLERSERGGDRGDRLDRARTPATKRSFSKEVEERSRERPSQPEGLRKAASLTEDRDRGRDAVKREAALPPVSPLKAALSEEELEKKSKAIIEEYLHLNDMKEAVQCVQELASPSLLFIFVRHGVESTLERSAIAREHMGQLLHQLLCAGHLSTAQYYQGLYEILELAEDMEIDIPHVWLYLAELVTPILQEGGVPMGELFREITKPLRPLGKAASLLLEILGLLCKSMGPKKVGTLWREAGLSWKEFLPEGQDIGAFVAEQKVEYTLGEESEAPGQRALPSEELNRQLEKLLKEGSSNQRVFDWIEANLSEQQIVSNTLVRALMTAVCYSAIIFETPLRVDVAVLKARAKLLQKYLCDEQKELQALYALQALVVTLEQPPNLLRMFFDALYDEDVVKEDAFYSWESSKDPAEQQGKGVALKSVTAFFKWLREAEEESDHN
S1P4 agonist = human S1P4 receptor agonism; AID 1509; activation, % at 4.98 µM; O95977; S1P4-expressing cell line, agonist reporter assay; 220,000 tested, 0.35% active; in the data active = activation above about 11%;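 note: 0% = DMSO vehicle and 100% = reference agonist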
PERK inh = blocks human PERK kinase; Q9NZJ5; CHO PERK-DD fusion, SEAP luminescence translation reporter; inhibition, % at 5.6 µM; 220,000 tested, 0.17% active; AID 1416;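 active = inhibition above the mean inhibition of all tested compounds plus 3 SD, set separately per screening campaign, cut at about 2.9% in these data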;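 note: PERK kinase domain activated by AP20187 dimerizer at 100 nM; 0% = DMSO with dimerizer and 100% = rapamycin at 8.4 µM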
Ba/F3 V617F tox = loss of viability in JAK2V617F-driven Ba/F3 cells | inhibition, % at 5.6 µM | 220,000 tested, 1.1% active | Ba/F3 EpoR-JAK2V617F viability, ATP luminescence;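 active = inhibition above the campaign mean plus 3 SD over all tested compounds, cut at about 24% in these data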;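 note: cytokine-independent growth of Ba/F3 cells driven by EpoR plus mutant JAK2; 0% = DMSO-treated cells and 100% = JAK inhibitor I control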
S1P4 antag = human S1P4 receptor antagonism; inhibition, % at 4.98 µM; 220,000 tested, 0.26% active; O95977; S1P4-expressing cells, antagonist mode, reporter read-out; AID 1510; in the data active = inhibition above about 29%;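 note: 0% = wells stimulated with agonist and 100% = vehicle wells without agonist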
MDM2 E3 inh = Mdm2 E3 ligase (human) inhibition | Q00987 | cell-based MDM2 ubiquitination luciferase reporter, 2 h; 0 = plate control, 100 = twice control, blank-subtracted | signal enhancement, % at 5 µM | 210,000 tested, 0.11% active | AID 1230;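 active = signal enhancement of 30% or more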;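 note: luminescence tracks abundance of the self-degrading MDM2-luciferase fusion protein; higher signal means inhibition of MDM2 E3 ligase activity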
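Test system: stable mammalian line carrying autodegrading MDM2–luciferase fusion reporter; quantity: 2000 cells in each well; times: 4 h cell settling then 2 h compound exposure, 37 °C; detection: luminescence with SteadyLite reagent, 15 min at room temperature; evaluation: percent signal gain over controls, blank-subtracted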
Starred values were filed as active, the others as inactive; . = not tested or not shown; [ ] = remark or other dose.

SMILES | NPY2 pot ag | Wee1 stabilizer | BaF3 tox | eIF4E 4G PPI | S1P4 agonist | PERK inh | Ba/F3 V617F tox | S1P4 antag | MDM2 E3 inh
CC(=O)N1N=C(c2ccc(Br)cc2)OC1(C)CC(=O)Nc1ccccc1 (centres undefined) | 14 | 2 | 7 | 1 | 1.0 | 0.3 | 0 | -11 | -15
Cc1cc(OCC(=O)N(C)C)c2c(-c3ccccc3)cc(=O)oc2c1 | -9 | 4 | 10 | 2 | -0.8 | 0.5 | 0 | -16 | -7
O=C(Cc1ccccc1)Nc1c2c(nn1-c1cccc(Cl)c1)CS(=O)(=O)C2 | -16 | -2 | 3 | 1 | 0.5 | -0.7 | 0 | 20 | -9
Cc1cc(=O)[nH]c(N/N=C/C=C/c2ccccc2)n1 | -8 | 1 | 11 | -4 | -1.0 | -0.3 | 5 | -1 | -15
Cc1ccc(OCc2nc(-c3ccccn3)no2)cc1 | -7 | 4 | 2 | -4 | -0.2 | 0.7 | -3 | -14 | -12
Cc1ccc(-c2c3c(=O)n(C)c(=O)n(C)c3cn2Cc2ccccn2)cc1 | -6 | -1 | 6 | -8 | 1.1 | 0.1 | -1 | -9 | 1
Cc1ccc(C)c(CSc2ccc3nnc(-c4ccccn4)n3n2)c1 | 0 | -4 | 1 | 7 | -1.1 | 0.4 | -1 | 9 | -14
CC1(C(=O)N(CC(=O)NC2CCCC2)Cc2ccco2)CC(=O)N=C2C=CC=CN21 (centres undefined) | 8 | 0 | -2 | 3 | 1.1 | 0.2 | -5 | -8 | -6
O=C(O)c1cc(-c2ccc(Cl)cc2)n(-c2ccccc2)n1 | -12 | 4 | 9 | -4 | -0.2 | 0.9 | 0 | -5 | -16
CC(=O)c1cccc(NC(=O)COC(=O)C2=COCCO2)c1 | 1 | 0 | 3 | 1 | 1.6 | 1.1 | 0 | -3 | -6
Cc1ccc(C(=O)N[C@H](C(=O)OCc2cc(=O)oc3cc(C)ccc23)C(C)C)cc1 | -3 | 0 | 2 | 3[fluorescence artefact?] | 0.1 | 0.7 | -3 | -19 | 0
COc1ccccc1NC(=O)CCCC(=O)OCC(F)(F)C(F)F | 8 | 1 | 0 | 1 | 0.4 | 0.8 | -3 | -7 | -16
CC(C)(C)OC(=O)N1CCC[C@H]1c1nnc(SCc2c(F)cccc2Cl)o1 | -9 | 1 | 1 | -6 | 0.2 | -0.6 | -1 | -4 | 3
S=C(NCc1ccco1)N1CCC(c2nc3ccccc3o2)CC1 | -6 | 0 | 1 | 0 | 0.0 | 0.6 | -2 | 4 | -20
COc1ccc(OC)c(NC(=O)c2c3c(nc4ccccc24)CCC3)c1 | 0 | 0 | 4 | 3 | 0.0 | 0.7 | -4 | -12 | -13
Nc1ccc2nc(SCC(=O)N3CCOCC3)sc2c1 | -3 | -2 | 13 | 4 | 2.5 | -0.6 | 8 | -13 | 1
N#CC(c1ccccc1)c1ccc2c(C(F)(F)F)cc(C(F)(F)F)nc2n1 (centres undefined) | 9 | -1 | 5 | 3 | -0.4 | -0.2 | -4 | 2 | -8
O=C(NCCC1=CCCCC1)c1cc(-c2ccccn2)nc2ccccc12 | -18 | 3 | 2 | -4 | 1.4 | -0.3 | -2 | 20 | -8
CCc1ccc(/C=C2\Oc3cc(OC(=O)N4CCOCC4)ccc3C2=O)cc1 | -1 | -1 | -2 | 7 | 1.1 | 0.2 | -5 | -14 | 4
CC(NC(=O)c1ccco1)C(c1cccs1)N1CCN(c2ccccc2)CC1 (centres undefined) | -19 | 0 | 3 | -4[fluorescence artefact?] | 0.6 | -1.7 | 0 | -8 | -6
O=C(CN(c1ccccn1)S(=O)(=O)c1ccc(F)cc1)Nc1ccccc1 | 19 | 0 | 8 | 1 | -0.5 | 0.7 | 0 | -24 | 20
c1ccn2c(SCc3ccc4c(c3)OCO4)nnc2c1 | 8 | -2 | 7 | -2 | -0.1 | 1.9 | 4 | -1 | -15
O=C(NNC(=O)C12CC3CC(CC(C3)C1)C2)c1ccccn1 | 14 | -1 | -2 | 3 | -0.3 | -0.9 | -4 | 8 | 5
Clc1ccc(OCCCN2CCCC2)cc1Cl | 0 | 6 | 3 | 0 | -1.8 | 0.2 | -3 | -5 | -9
CSCC[C@H](NC(=O)OC(C)(C)C)C(=O)N/N=C/c1cccc2nccnc12 | -9 | -2 | -4 | -3 | 0.1 | -0.5 | 2 | -7 | -11

Part of the list above, limited to Wee1 stabilizer:
Compound	Wee1 stabilizer
Cc1ccc(-c2c3c(=O)n(C)c(=O)n(C)c3cn2Cc2ccccn2)cc1	-1
Cc1ccc(C)c(CSc2ccc3nnc(-c4ccccn4)n3n2)c1	-4

(cont.)
SMILES | NPY2 pot ag | Wee1 stabilizer | BaF3 tox | eIF4E 4G PPI | S1P4 agonist | PERK inh | Ba/F3 V617F tox | S1P4 antag | MDM2 E3 inh
CCc1cc(C(=O)O)c(NC(=O)/C=C/c2ccc(OC)cc2)s1 | -10 | 2 | -1 | -1 | -0.4 | 1.6 | -4 | 2 | -5
COc1ccc(OC)c2c1sc(=NC(=O)c1cccc(N3C(=O)CCC3=O)c1)n2C | 11 | -2 | 3 | -3[fluorescence artefact?] | -1.9 | -0.3 | -1 | 1 | -12
CCn1c(SCC(=O)Nc2ccc(S(N)(=O)=O)cc2)nnc1-c1ccccc1OC | 9 | 2 | 1 | -5[fluorescence artefact?] | 1.1 | 0.9 | -3 | -7 | 3
Clc1ccc(OCCCc2nc(-c3ccncc3)no2)c(Cl)c1 | -25 | 0 | 2 | -5 | -1.3 | 1.0 | -3 | 3 | -20
NC(=O)COC(=O)CCCSc1nc2ccccc2s1 | -15 | 4 | 3 | 0 | 1.8 | 0.5 | -3 | -14 | -4
COc1cc2cc(CN(Cc3cccs3)C(=S)Nc3cccc(C)c3)c(=O)[nH]c2cc1OC | 1 | -1 | 9 | 3 | 1.0 | -1.2 | 7 | 2 | -18
O=C(NC(=S)Nc1ccc(CN2CCOCC2)cc1)c1cccc([N+](=O)[O-])c1 | -4 | 3 | 5 | 3 | 0.6 | -0.7 | -3 | -24 | .
CC1(C)CC(=O)C(C=NCCN2CCN(C3CC(=O)N(c4ccc(Cl)c(Cl)c4)C3=O)CC2)=C(O)C1 (centres undefined) | -6 | -1 | 2 | 0 | -1.1 | 0.2 | -2 | -16 | 0
Cc1ccccc1C1CC(c2ccc(Br)cc2)Nc2nc(N)nn21 (centres undefined) | -3 | 9 | 5 | 4 | 2.1 | 0.3 | -2 | -11 | -24
Cc1ccc(Oc2ncccc2/C=N/O)cc1 | -7 | 0 | 2 | 1 | -3.5 | 1.8 | -3 | 9 | -8
CCN(CC)c1ccc(/C=N/NC(=O)C(O)c2ccccc2)cc1 (centres undefined) | 3 | -2 | 7 | 5 | 0.0 | -0.5 | -2 | -5 | 0
O=C(Nc1cnc2ccccc2c1)c1ccco1 | -2 | 3 | 4 | -5 | 0.6 | 1.4 | 1 | 9 | -53
CCOC(=O)C1CCCN(c2cc(=O)n(-c3ccccc3Cl)c(=O)[nH]2)C1 (centres undefined) | 1 | 4 | -2 | 0 | -0.5 | 3.3* | -3 | 2 | -39
CC1CC(C)(C)NC(=S)N1CCC(=O)Nc1ccc2c(c1)OCCO2 (centres undefined) | 14 | 5 | 1 | 1 | -0.1 | -0.5 | -1 | 3 | -6
COc1cc(/C=N/O)cc(Br)c1OS(=O)(=O)c1ccc(C)cc1 | 0 | 0 | 3 | 11 | -0.6 | 0.2 | -2 | -6 | -27
COC(=O)c1[nH]c2ccccc2c1NC(=O)CCN1CCSCC1 | 5 | -1 | 2 | 7 | -0.7 | 0.2 | -4 | -27 | -6
C=C(C)Cn1c(=S)[nH]c2ccccc2c1=O | 2 | -3 | 8 | 3 | 0.4 | -0.4 | 2 | 1 | -19
Cc1cc(OCCOCCN(C)C)ccc1Cl | -4 | 1 | 9 | -3[fluorescence artefact?] | 0.0 | -0.2 | 4 | -18 | -88
Cc1ccc(S(=O)(=O)N2CCN(c3ccnc4cc(Cl)ccc34)CC2)cc1 | -26 | 1 | 3 | 5 | 0.9 | 0.2 | -4 | -12 | -19
Cc1ccc(NC(=O)COc2ccc(Br)cc2C)cc1 | -20 | 0 | 9 | 1 | -1.8 | 1.0 | -2 | -14 | 10
C#CCOCCOCCOCCNc1nc(N2CCN(C(=O)Cn3cc(CCCCN)nn3)CC2)nc(N2CCN(C(=O)[C@H](C(C)C)n3cc(CCO)nn3)CC2)n1 | 8 | -2 | 4 | 9 | 0.9 | 0.2 | 0 | -22 | .
CCOC(=O)c1sc(N2N=C(C)/C(=C\c3ccc(OCC(=O)OC)cc3)C2=O)nc1C | -3 | 1 | 5 | 3 | -0.3 | 0.6 | -1 | -14 | .
COc1ccccc1-c1n[nH]c(=S)n1Cc1ccco1 | -9 | -1 | 3 | -1 | 0.0 | 0.2 | 0 | 11 | -8
N/C(=N\O)c1ccc(Cl)cc1Cl | 2 | 0 | 0 | 3 | 0.6 | 1.3 | -2 | 10 | -10
CCN(C(=O)C1CCCN1S(=O)(=O)c1cccc2nsnc12)c1ccccc1 (centres undefined) | -6 | 6 | -2 | 1 | 0.9 | -0.7 | 0 | 0 | -7
Other results:
SMILES | NPY2 pot ag | Wee1 stabilizer | BaF3 tox | eIF4E 4G PPI | S1P4 agonist | PERK inh | Ba/F3 V617F tox | S1P4 antag | MDM2 E3 inh
CCOCCCNC(=O)C(NC(=O)c1ccc2c(c1)OCO2)c1ccc(OC)cc1 (centres undefined) | -11 | 2 | 0 | 1 | 2.0 | -0.2 | -3 | -23 | -13
CCOc1ccc(N2C(=O)CN(O)C=C3N=c4ccccc4=C32)cc1 | 11 | -2 | -3 | 2 | -0.4 | 1.5 | -2 | -11 | 3
Cc1cccc(N2CCN(C(=S)Nc3ccc4nc(N5CCN(C)CC5)cc(C)c4c3)CC2C)c1 (centres undefined) | 19 | 0 | 5 | -2 | -1.1 | 0.1 | -2 | 2 | -8
CCOC(=O)c1ccc[n+](CC(=O)c2ccccc2)c1 | 4 | 3 | 7 | 2 | -0.7 | -0.3 | 2 | -17 | -15
Oc1ccc2ccccc2c1C=NC12CN3CCN(CN(C3)C1)C2 | 8 | 0 | 6 | 5 | 0.9 | 1.2 | 0 | -6 | 1
CNC(=O)NC(=O)CSc1nnc(C(F)(F)F)n1C | 3 | 2 | -1 | -3 | 0.4 | 0.1 | -3 | -13 | -8
NC(Cc1ccc2nonc2c1)C(=O)O (centres undefined) | -16 | -1 | 6 | 4 | -0.5 | 1.7 | -2 | -2 | -48
COc1ccc(OC)c2[nH]c(C(=O)O)cc12 | 2 | 0 | 3 | -4[fluorescence artefact?] | 2.4 | 1.7 | -1 | -8 | 12
COc1ccccc1OC(=O)C1CC(=O)N(c2ccc(Cl)cc2)C1 (centres undefined) | 8 | -2 | 5 | 3 | 1.8 | 0.9 | -1 | -24 | 6
Cn1c(Cc2ccccc2)nnc1SCC(=O)Nc1ccccc1 | -10 | -1 | 2 | -2 | -0.2 | -0.8 | 4 | -15 | -15
Cc1cc(=O)oc(C)c1C(=O)NCCCN1C(C)CCCC1C (centres undefined) | 11 | -1 | 0 | -5[fluorescence artefact?] | 1.5 | 1.2 | 1 | 12 | -20

Some of these compounds in order of their number in S1P4 agonist, falling:
mol | S1P4 agonist
COc1ccc(OC)c2[nH]c(C(=O)O)cc12 | 2.4
Cc1cc(=O)oc(C)c1C(=O)NCCCN1C(C)CCCC1C (centres undefined) | 1.5
CNC(=O)NC(=O)CSc1nnc(C(F)(F)F)n1C | 0.4

High-throughput results deposited in PubChem BioAssay by several laboratories.
